Assay outcomes (PubChem BioAssay)
GAA glycogen mod: alters human alpha-glucosidase cleavage of glycogen | Potency, µM (series often up to 76.4 µM), without a hit: at the highest dose activity change, negative = inhibition, usual class: inhibitors | AID 2100 | P10253 | recombinant GAA, glycogen substrate, Amplex Red glucose oxidase fluorescence | actives 0.38% (n = 300,000); active = well fitted inhibition curve with a large enough effect; inconclusive = small, poorly fitted or top-dose-only effect, or another doubt; inactive = no such curve, though single readings can be large or run the other way;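 note: 0% = full enzyme reaction and -100% = no-enzyme basal signal; the screen sought inhibitors and activators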
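Natural-substrate format: glycogen cleavage by 4 nM human enzyme, glucose read by Amplex Red coupling (Ex 573, Em 610 nm). Normalized to enzyme and no-enzyme controls.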
Active calls of the source: *; u = inconclusive; [ ] = another dose, or the depositor's remark. Potency is the fitted concentration of half-maximal effect. These rows are one share of the data. The share of hits here may be higher or lower than overall.

SMILES	GAA glycogen mod
COc1ccc(-n2nc(C(=O)NCC(=O)NCCCN3CCC(C)CC3)c3ccccc3c2=O)cc1Cl	-5%
CCCCCn1c(C(C)NC(=O)c2ccccc2)nc2ccccc21 (stereo not given)	16%[76.3 µM]
O=C(Nc1onc2c1CCCC2)c1ccc(Cl)cc1	-9%[76.3 µM]
CS(=O)(=O)N(CC(=O)N1CCCC1)c1cccc(F)c1	-6%[76.3 µM]
COc1ccc(NC(=S)NC(=O)/C=C/c2ccco2)c(OC)c1	11%[76.3 µM]
CCOc1ccc(NC(=O)CN(C)C(=O)Cc2c(C)nc3ccccc3c2C)cc1OCC	0%[76.3 µM]
CCCC(=O)Nc1ccc(NC(=O)c2cc3ccccc3o2)c(OC)c1	4%[76.3 µM]
Cc1cccc(-n2c(=O)c3ccccc3n(Cc3ccccc3C#N)c2=O)c1	10%[76.3 µM]
Cc1cc(-c2nc3ccccc3s2)ccc1NC(=O)c1cc(Cl)ccc1Cl	13%[76.3 µM]
Cc1ccc(C(=O)NC2CCN(CC(=O)Nc3c(C)cc(C)cc3C)CC2)cc1	-8%[76.3 µM]
CCCNC(=O)CN1C(=O)NC(c2ccccc2)(c2ccccc2)C1=O	3%[76.3 µM]
NC(=O)c1cc(S(=O)(=O)Nc2ccc(OC(F)(F)F)cc2)cs1	1%
O=C(CCCN1C(=O)c2ccccc2C1=O)NCCc1ccc(OC(F)F)cc1	-10%
O=S(=O)(NCCN1CCOCC1)c1ccc(-c2ccc(S(=O)(=O)NCCN3CCOCC3)cc2)cc1	1%
O=[N+]([O-])c1ccc(Cl)c(CN2CCCCCC2)c1	-5%[76.3 µM]
COc1cccc(CN2CCC(n3nccc3NC(=O)CCCc3ccccc3)CC2)c1O	-1%[76.3 µM]
COc1ccccc1NC(=O)c1oc2ccccc2c1NC(=O)Cc1cccs1	-11%[76.3 µM]
COCCCn1c(SCC(=O)NC2CCCCC2)nnc1-c1ccco1	0%
Clc1ccc2c(c1)-c1c(cnc3cc(-c4ccccc4)nn13)CO2	13%[76.3 µM]
CCOC(=O)c1c(NC(=O)c2cc(OC)c(OC)c(OC)c2)sc2c1CCCC2	2%[76.3 µM]
CCOc1ccc(-c2noc(CCCC(=O)NC3CCCC3)n2)cc1OC	3%
COC(=O)c1nnn(-c2ccc(Cl)cc2)c1C(=O)OC	1%[76.3 µM]
CCn1cc(C(=O)NCc2ccccc2)c(=O)c2cc(S(=O)(=O)N3CCOCC3)ccc21	-20%[76.3 µM]
CC(=O)c1ccc(N2CCN(S(=O)(=O)c3cn(C)c(C)n3)CC2)cc1	3%[76.3 µM]
CCc1ccc(N(CC(=O)NCC2CCCO2)C(=O)CCC(=O)Nc2nccs2)cc1 (stereo not given)	-6%
CC(C)CNc1nc(N)c([N+](=O)[O-])c(NCc2ccccc2)n1	0%
O=C1c2ccccc2NC(c2ccc(F)cc2)N1Cc1ccccc1 (stereo not given)	-10%
COC(=O)c1cc(S(=O)(=O)NCC2CCN(Cc3ccc(Cl)cc3)CC2)c[nH]1	2%[76.3 µM]
CCOC(=O)c1cnc2cc(F)c(F)cc2c1Nc1ccccc1O	-2%[76.3 µM]
O=C(Nc1cccc(Cl)c1)c1ccc(=O)[nH]n1	1%
COC(=O)c1ccccc1NCc1cc(=O)oc2cc(O)c(O)cc12	u
CCn1cc(C(=O)NCc2cccc(C(F)(F)F)c2)c(=O)c2ccc(C)nc21	-4%
Cc1ccccc1CNC(=O)C1CCCN(c2nnc(-n3c(C)ccc3C)s2)C1 (stereo not given)	-11%[76.3 µM]
CCC(=O)Oc1ccc(-c2nc3ccccc3c(=O)o2)cc1	5%[76.3 µM]
CC(=O)c1ccc(NC(=O)CCc2nnc3ccc(N4CCCC4)nn23)cc1	-1%[76.3 µM]
CCc1ccc(S(=O)(=O)c2nnn3c2nc(NC(C)C)c2cc(Cl)ccc23)cc1	12%[76.3 µM]
COc1ccc(NC(=S)N2CCN(S(=O)(=O)c3ccccc3)CC2)cc1	-9%[76.3 µM]
Cc1ccc(NC(=O)C2CC(=O)N(c3ccc(OC(C)C)cc3)C2)cc1 (stereo not given)	8%[76.3 µM]
Cc1sc2c(c1C)c(=O)n(CCc1ccccc1)c(=O)n2Cc1ccccc1Cl	-2%[76.3 µM]
Cc1ccccc1Nc1nc(-c2cccc(Cl)c2)c2c(n1)-c1ccccc1OC2	-1%[76.3 µM]

4 entries from above, set out differently:
canonical_smiles | GAA glycogen mod
Cc1sc2c(c1C)c(=O)n(CCc1ccccc1)c(=O)n2Cc1ccccc1Cl | -2%[76.3 µM]
CCc1ccc(S(=O)(=O)c2nnn3c2nc(NC(C)C)c2cc(Cl)ccc23)cc1 | 12%[76.3 µM]
CC(=O)c1ccc(NC(=O)CCc2nnc3ccc(N4CCCC4)nn23)cc1 | -1%[76.3 µM]
Cc1ccc(NC(=O)C2CC(=O)N(c3ccc(OC(C)C)cc3)C2)cc1 (stereo not given) | 8%[76.3 µM]

(list continues)
SMILES	GAA glycogen mod
Cc1ccc(N2CN(S(=O)(=O)c3cccc([N+](=O)[O-])c3)c3nc4ccccc4nc32)cc1	-11%[76.3 µM]
Cc1ccccc1CN1CCN(C2CCC2)CC1CCO (stereo not given)	13%[76.3 µM]
CC(=O)Nc1ccc(C(=O)Nc2cc(C)on2)cc1	11%
COC(=O)c1sc(N)c(C(=O)OC)c1Cn1ncc(Cl)c(Cl)c1=O	6%
CC(=O)Nc1cccc(NC(=O)CN2C(=O)CCSc3ccccc32)c1	13%[76.3 µM]
Cc1cccc(-c2nc3c4ccccc4nc(NCc4ccc(F)cc4)n3n2)c1	18%[76.3 µM]
CC1(C)CC(=O)C2=C(C1)Nc1ccccc1NC2c1ccccc1F (stereo not given)	-4%[76.3 µM]
O=C(NCCc1ccccc1)c1ccc(CSc2nc3ccncc3n2Cc2ccc(F)cc2)cc1	11%[76.3 µM]
O=C(Nc1ccncc1)c1c(F)c(F)c(F)c(F)c1F	-14%[76.3 µM]
COc1ccccc1CNC(=O)N1CCN(S(=O)(=O)c2ccc(Cl)cc2)CC1	3%
Cc1c(Cl)cccc1NC(=O)Nc1ccc2snnc2c1	14%[76.3 µM]
COc1ccc(-c2noc(CSc3nnc(-c4ccncc4)n3-c3ccc(C)cc3)n2)cc1OC	-3%[76.3 µM]
COCCCNC(=O)C(C)n1c2ccccc2c2cnn(C)c(=O)c21 (stereo not given)	-7%[76.3 µM]
O=[N+]([O-])c1ccc(S(=O)(=O)N(CC(O)CN2CCCCC2)c2ccccc2)cc1 (stereo not given)	-3%
O=C(NC1CCCC1)C(c1ccccn1)N(C(=O)c1csnn1)c1ccc(F)cc1 (stereo not given)	-3%[76.3 µM]
O=S1(=O)CCOC[C@H](CC2CCCCC2)N1Cc1cccc(Cl)c1	3%[76.3 µM]
Cc1ccc(NC(=O)c2nc(S(=O)(=O)Cc3ccc(F)cc3)ncc2Cl)cc1C	-6%[76.3 µM]
CCOc1ccc2nc(SCC(=O)c3ccc(O)cc3O)sc2c1	-2%
COc1cccc(NC(=O)CCC2CCN(C(=O)c3ccc(C(C)=O)s3)CC2)c1	-2%[76.3 µM]
Cc1cc(NS(=O)(=O)c2ccc(NC(=O)/C=C/c3cccc(Cl)c3)cc2)no1	-16%[76.3 µM]
Cc1csc(NC(=O)Cc2ccccc2Cl)n1	-8%[76.3 µM]
CCCCC(=O)N(c1ccc2oc(C)c(C(C)=O)c2c1)S(=O)(=O)c1ccc(F)cc1C	11%[76.3 µM]
CC(C)C(C)NC(=O)COc1nc2ccccc2nc1N(C)C1CCCCC1 (stereo not given)	4%
Cc1ccc(S(=O)(=O)NCc2ccccc2)cc1C(=O)NC1CCCCC1	2%[76.3 µM]
CCOC(=O)c1cc(NC(=O)c2ccccc2)c(=O)n2c1oc1ccc(Cl)cc12	2%[76.3 µM]
COc1ccc(C(=O)N2CCC(C(=O)O)CC2)c2ccccc12	4%[76.3 µM]
Cc1ccc2[nH]cc(C(c3ccccc3)c3cccs3)c2c1 (stereo not given)	-4%[76.3 µM]
CN(/N=C/c1ccncc1)C1=NCCN1	-7%
CCN(CC)c1ccc(-n2nc3cc(C)c(NC(=O)c4ccccc4F)cc3n2)cc1	-10%[76.3 µM]
CC(C)c1nc(N2CCN(C(=O)c3ccco3)CC2)c(C#N)c2c1COC(C)(C)C2	-2%

Some of these compounds in order of molar mass, rising.
SMILES	GAA glycogen mod
COCCCn1c(SCC(=O)NC2CCCCC2)nnc1-c1ccco1	0%
Cc1ccccc1Nc1nc(-c2cccc(Cl)c2)c2c(n1)-c1ccccc1OC2	-1%[76.3 µM]
CCc1ccc(S(=O)(=O)c2nnn3c2nc(NC(C)C)c2cc(Cl)ccc23)cc1	12%[76.3 µM]

(list continues)
SMILES	GAA glycogen mod
COc1ccccc1N1CCN(C(=O)c2cc3c(s2)-c2ccccc2OC3)CC1	-7%[76.3 µM]
COC(=O)c1ccc(C2Nc3c(C)cccc3-c3cc(C)nn32)cc1 (stereo not given)	-11%[76.3 µM]
COCCCNC(=O)C1=CCN(S(=O)(=O)c2ccc(OC)cc2)CC1	-20%[76.3 µM]
CCCCCCCNC(=O)C1(CC2CC(c3ccc(Cl)cc3)=NO2)CCNCC1 (stereo not given)	1%[76.3 µM]
CCOc1cc(-c2cc(C(=O)O)c3c(-c4ccccc4)[nH]nc3n2)ccc1O	u
O=C(O)c1ccccc1-c1ccccc1C(=O)NCc1ccccc1Cl	0%[76.3 µM]
CCCN1CCN(CCCNC(=O)c2ccc(CS(=O)c3ccccc3C)o2)CC1 (stereo not given)	-10%[76.3 µM]
O=C(CCl)N(Cc1cc(=O)[nH]c2ccccc12)c1ccccc1	-3%
COc1ccc(CNC(=O)CN2C(=O)C(c3ccccc3)Oc3cccnc32)cc1 (stereo not given)	13%[76.3 µM]
COC(=O)C1CN(C(=O)C(C)Oc2ccccc2F)c2ccccc2O1 (stereo not given)	2%
CCOC(=O)/C(C#N)=C/c1ccc(-c2ccc(C)cc2)o1	-21%[76.3 µM]
O=C(Cn1c(=O)n(CCCS(=O)(=O)C2CCCCC2)c(=O)c2ccccc21)Nc1ccc(F)c(Cl)c1	-3%[76.3 µM]
CCCCSCCCNC(=O)c1ccc(CS(=O)(=O)c2ccc(OC)cc2)o1	2%
Nc1nc(NCCc2ccccc2)nc(NCCO)c1[N+](=O)[O-]	0%
Cc1ccc(NC(=O)CN2C(=O)N/C(=C/c3ccccc3OCc3cccc(C(=O)O)c3)C2=O)cc1	0%
Cc1cc(C)c(NC(=O)CCCN2CCCC2)c(C)c1	-2%
CCCC(NC(=O)COc1cc2c(c3oc(=O)c(C)c(C)c13)CCC(C)(C)O2)C(=O)O (stereo not given)	0%
CCOc1ccc(S(=O)(=O)Nc2ccc(OC)c(Cl)c2)c2cccnc12	4%[76.3 µM]
Cc1cccc(/C=N/n2c(COc3ccccc3)n[nH]c2=S)c1	-2%
CCCCn1c(-c2ccccc2C)nc2cc3[nH]c(=O)c(C(C)C)nc3cc21	-14%[76.3 µM]
COc1cc2c(=O)n(Cc3ccccc3Cl)c(=O)n(CC(=O)Nc3ccccc3)c2cc1OC	-7%[76.3 µM]
Cc1cc(C)nc(SCC(=O)OCC(=O)N(C)c2c(N)n(Cc3ccccc3)c(=O)[nH]c2=O)n1	-2%[76.3 µM]
COc1ccccc1NC(=O)CSc1nc2ccccc2c(=O)n1C	-12%[76.3 µM]
O=C(c1ccc(Nc2nc3ccccc3n3nnnc23)cc1)N1CCN(c2cccc(C(F)(F)F)c2)CC1	-7%[76.3 µM]
Cc1ccc(NC(=O)c2cc(C)nc3ccccc23)c(C)c1	12%[76.3 µM]
O=C(OCCOCCN=C1NS(=O)(=O)c2ccccc21)c1ccccc1	-3%[76.3 µM]
CCc1nn(CC(=O)N2CCCCC2)c(=O)c2cc3sccc3n12	13%[76.3 µM]
COc1cc(C(=O)NN(CCC#N)C2=NS(=O)(=O)c3ccccc32)cc(OC)c1OC	-2%[76.3 µM]
CCOC(=O)c1cc(-c2ccc(/C=C3/C(=O)N(c4ccc(C(=O)O)cc4)N=C3C)o2)ccc1Cl	3%
CC(=O)c1cccc(OCc2cc(C(=O)NCc3nc(C)c(C)s3)no2)c1	-12%[76.3 µM]

Some of the entries above, set out differently:
canonical_smiles,GAA glycogen mod
O=C(OCCOCCN=C1NS(=O)(=O)c2ccccc21)c1ccccc1,-3%[76.3 µM]
CC(=O)c1cccc(OCc2cc(C(=O)NCc3nc(C)c(C)s3)no2)c1,-12%[76.3 µM]

(more compounds)
SMILES	GAA glycogen mod
CCOc1cc(C(=O)NN=C2CCCC2)cc(OCC)c1OCC	-1%[76.3 µM]
COc1ccc(NC(=O)CN(C)C(=O)CNC(=O)Cc2cccc3ccccc23)cc1	1%[76.3 µM]
CNS(=O)(=O)c1cccc(C(=O)OCC(=O)NC(C)CCc2ccccc2)c1 (stereo not given)	11%
CSc1ccccc1OCc1cc(C(=O)N(Cc2nccn2C)C(C)C)no1	-9%[76.3 µM]
Cc1ccnc(NS(=O)(=O)c2ccc(NC(=O)c3oc4ccc(F)cc4c3C)cc2)n1	1%[76.3 µM]
COc1ccc(N(CC(=O)NC2CCCCC2)C(=O)c2ccc(C)s2)c(OC)c1	-3%
